Mtb BioA inh: M. tuberculosis BioA enzyme inhibitors, primary screen, biochemical, plate reader, single point, HTS; actives 0.096% (n = 360,000); inhibition, % at 9.99 µM; purified M. tuberculosis BioA enzyme; 7,8-diaminopelargonic acid synthase BioA (Mycobacterium tuberculosis); in the data active = inhibition above about 40%; inconclusive = no clear call, values can overlap the other calls
FadD28 binding: inhibitors of FadD28 bisubstrate probe binding, primary screen, biochemical, fluorescence polarization, single point; Mycobacterium tuberculosis FadD28 fatty-acid-AMP ligase; inhibition, % at 12.5 µM; actives 0.22% (n = 360,000); AID 588549, 2011; in the data active = inhibition above about 8.5%, passing the limit was not always enough; inconclusive = no clear call, values can overlap the other calls
BoNT-F LC inh: BoNT/F light chain protease inhibitors, primary screen, biochemical, flow cytometry, MLPCN library | Botulinum neurotoxin type F light chain protease (Clostridium botulinum) | Multiplex microsphere protease cleavage assay | inhibition, % at 10 µM | actives 0.22% (n = 360,000) | AID 588497, 2011; in the data active = inhibition above about 35%, passing the limit was not always enough; inconclusive = no clear call, values can overlap the other calls; also: plate controls were buffer without enzyme for full effect and enzyme alone for no effect
BoNT-A LC inh2: BoNT/A light chain protease inhibitors, primary screen, biochemical, flow cytometry, MLPCN library | multiplex microsphere protease substrate cleavage | inhibition, % at 10 µM | actives 0.17% (n = 360,000); also: plate controls were buffer without enzyme for full effect and enzyme alone for no effect
PfHsp40 yeast: rescue of yeast from PfHsp40 toxicity, primary screen, S. cerevisiae, ATP luminescence; S. cerevisiae expressing PfHsp40, growth rescue; growth rescue, % at 12.5 µM; actives 0.68% (n = 340,000); AID 504582, 2011; in the data active = growth rescue above about 28%, passing the limit was not always enough; inconclusive = no clear call, values can overlap the other calls;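 also: yeast W303a lacking pdr1 and pdr3 grown in galactose medium; growth measured after three days at 30 °C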
Mtb UGM inh: M. tuberculosis UGM enzyme inhibitors, primary screen, biochemical, fluorescence polarization, single point | UDP-galactopyranose mutase (Mycobacterium tuberculosis (strain ATCC 25618 / H37Rv)), … | purified UGM, fluorescence polarization probe displacement | inhibition, % at 10 µM | actives 0.06% (n = 320,000); in the data active = inhibition above about 10%, passing the limit was not always enough; inconclusive = no clear call, values can overlap the other calls
Target sequence (P9WIQ1 whole entry, looked up): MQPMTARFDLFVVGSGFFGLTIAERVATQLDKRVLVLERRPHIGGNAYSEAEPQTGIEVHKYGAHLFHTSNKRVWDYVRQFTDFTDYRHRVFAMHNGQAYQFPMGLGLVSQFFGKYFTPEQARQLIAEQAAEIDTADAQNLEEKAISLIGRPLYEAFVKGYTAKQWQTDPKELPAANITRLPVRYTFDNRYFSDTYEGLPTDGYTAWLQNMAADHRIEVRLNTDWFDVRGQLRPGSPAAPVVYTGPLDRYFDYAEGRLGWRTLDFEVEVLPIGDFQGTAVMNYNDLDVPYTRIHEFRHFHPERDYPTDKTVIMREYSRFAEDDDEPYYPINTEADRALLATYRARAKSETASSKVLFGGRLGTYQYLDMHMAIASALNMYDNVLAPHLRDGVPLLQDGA
Mtb FBA inh: Mtb FBA enzyme inhibitors, primary screen, biochemical, fluorescence, strain H37Rv; Fructose-bisphosphate aldolase (Mycobacterium tuberculosis (strain ATCC 25618 / H37Rv)), …; purified M. tuberculosis FBA, fluorescence read-out; inhibition, % at 1 µM; actives 2.3% (n = 360,000); AID 588726, 2011; in the data active = inhibition above about 27%;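 also: 0% = vehicle and 100% = reference inhibitor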
Target sequence (P9WQA3 whole entry, looked up): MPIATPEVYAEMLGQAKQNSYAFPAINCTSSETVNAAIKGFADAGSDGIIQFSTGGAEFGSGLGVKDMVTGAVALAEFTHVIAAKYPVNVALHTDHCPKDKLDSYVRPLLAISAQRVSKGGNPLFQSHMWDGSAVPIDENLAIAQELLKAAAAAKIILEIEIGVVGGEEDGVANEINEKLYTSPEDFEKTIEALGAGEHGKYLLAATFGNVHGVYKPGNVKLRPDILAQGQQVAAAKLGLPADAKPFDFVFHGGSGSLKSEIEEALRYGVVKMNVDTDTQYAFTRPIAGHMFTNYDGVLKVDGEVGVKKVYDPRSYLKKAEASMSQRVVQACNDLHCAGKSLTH
Anthrax LF prot: Bacillus anthracis LF protease inhibitors, primary screen, biochemical, multiplex microsphere, MLPCN library; Lethal factor (Bacillus anthracis), P15917; multiplex microsphere protease cleavage assay; inhibition, % at 10 µM; actives 0.12% (n = 360,000); also: plate controls were buffer without enzyme for full effect and enzyme alone for no effect
GDH-TPI counter: GDH-TPI coupling enzyme inhibitors, primary screen, artefact control for M. tuberculosis FBA inhibitor project, biochemical, absorbance, full deck. GDH-TPI coupled enzyme counterscreen, NADH absorbance. inhibition, % at 4.8 µM. actives 1.2% (n = 360,000). AID 588335, 2011; in the data active = inhibition above about 30%;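 also: 0% = DMSO wells and 100% = wells lacking the enzyme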
Numbers without * were called inactive; ? = inconclusive; · = not tested or not shown. Rule as the data show it, unless noted: active = inhibition above about 30%; inconclusive = no clear call, values can overlap the other calls; inactive = below that.

nr	Compound	Mtb BioA inh	FadD28 binding	BoNT-F LC inh	BoNT-A LC inh2	PfHsp40 yeast	Mtb UGM inh	Mtb FBA inh	Anthrax LF prot	GDH-TPI counter
1	COc1ccccc1C(=O)Nc1c(C)cc(Br)cc1C	·	0.0	1	-0.1	3.2	-3.0	7	2	7
2	N/C(=N\c1nc2ccccc2o1)NC(=O)c1ccccc1Br	-1.5	-1.6	?	?	0.3	0.3	0	-15	5
3	COC(=O)c1ccccc1NC(=O)C12CC3CC(C1)CC(n1cnc(Cl)n1)(C3)C2	·	-3.4	5	-0.1	0.1	-1.9	8	0	0
4	COc1cccc(-c2c(-c3cc(OC)cc(OC)c3)n(C)c3ccc(Br)cc23)c1	14	0.3	2	-0.6	-2.1	0.7	7	-2	23
5	Cc1ccc(C)c(NC(=O)CCC(=O)NNC(=O)COc2cc(C)ccc2C)c1	-0.5	-1.0	-4	-0.1	-1.0	1.0	3	0	3
6	COC(=O)CC1(CC(N)=O)SCCS1	·	-0.7	-10	-0.3	0.8	·	2	0	10
7	Oc1ccc(Cc2ncc(C(F)(F)F)cc2Cl)cc1	·	-2.8	5	-0.7	1.0	0.1	3	-6	13
8	COC(=O)C[C@H]1c2cc(F)ccc2S(=O)(=O)N1c1ccc(N(C)C)cc1	-1.7	1.6	-7	0.3	-0.3	0.7	5	-2	5
9	O=S(=O)(NCc1ccncc1)c1ccc(Br)s1	0.0	-1.6	-1	0.1	0.4	2.4	-1	-3	3
10	CC1=C(C#N)C(C)(C)C(C#N)=C(C)N1	-1.1	0.8	-1	-0.5	·	·	-1	-2	19
11	CCOC(=O)N1C(=O)NC(=O)C1c1ccccc1 (configuration not stated)	·	0.5	0	-0.1	-1.5	·	1	6	7
12	COC(=O)c1ccc(CSc2nc3scc(-c4cccs4)c3c(=O)[nH]2)o1	-1.1	-5.7	4	?	0.1	1.7	-2	1	-4
13	COc1cc2c(cc1OC)-c1nnc(C)n1C(C)(C)C2	0.1	-0.8	-6	-0.8	-0.8	0.6	0	-8	0
14	COc1ccc(CC(=O)Nc2ccccc2N2CCOCC2)cc1OC	·	-1.2	2	-0.2	-0.7	1.2	2	-8	0
15	COc1ccc(C2=NO[C@@H]3C(=O)N(c4ccc5c(c4)OCCO5)C(=O)[C@H]23)cc1OC	0.6	-4.3	3	0.8	1.5	1.4	-6	-10	-6

New compounds follow:
nr	Compound	Mtb BioA inh	FadD28 binding	BoNT-F LC inh	BoNT-A LC inh2	PfHsp40 yeast	Mtb UGM inh	Mtb FBA inh	Anthrax LF prot	GDH-TPI counter
16	S=C(NCc1ccc(Cl)c(Cl)c1)NCc1ccco1	1.3	-4.3	0	2.3	1.2	1.1	-3	-2	1
17	CCCc1c(C(=O)NNc2cc(C(F)(F)F)ccc2Cl)cnn1-c1ccccc1	·	-3.6	8	0.6	-1.4	-0.8	1	-4	9
18	CCOC(=O)C[C@H]1c2ccc(C(F)(F)F)cc2S(=O)(=O)N1C1CCCC1	-5.7	-0.5	-4	0.1	-1.1	0.6	2	-1	2
19	OCCN(C=NC1=NN(c2cccc(C(F)(F)F)c2)CC1)CCO	-2.4	0.2	6	0.3	0.9	-1.9	4	3	11
20	COc1ccc(-c2c(C)nn3c(C(F)(F)F)cc(C)nc23)cc1	0.7	-1.3	-5	-0.4	·	·	-3	-7	2
21	COC(=O)C(Cc1ccccc1)NC(=O)C12CC3CC(CC(C3)C1)C2 (configuration not stated)	·	-2.3	2	0.1	-0.6	-1.1	-3	-1	5
22	CCOC(=O)[C@H]1[C@H]2COc3ccccc3[C@@H]2N2C(=O)c3cc(Cl)ccc3NC(=O)[C@@]12C	0.1	1.2	-7	-0.5	16	-0.6	1	-3	-1
23	CC(C)(C)OC(=O)[C@H](Cc1ccccc1)NC(=O)c1nc[nH]c1C(=O)NCc1ccccc1	-0.2	-3.4	-2	-0.7	2.1	-0.1	0	0	0
24	O=C(CSc1nc(=O)n2ccccc2n1)NCc1ccc(F)cc1	-0.3	0.1	-8	-6.1	0.3	-2.7	2	-4	3
25	CC(OC(=O)c1ccc(=O)n(Cc2ccccc2)n1)C(=O)Nc1cccc(Cl)c1 (configuration not stated)	4.9	-4.5	-13	-2.4	-0.6	-1.4	-1	-2	-5
26	Cc1ccc2[nH]c(=O)c(CN(CCO)C(=O)NCc3ccccc3)cc2c1	0.1	-0.5	-1	-0.4	-0.3	2.0	3	1	2
27	Cn1c(=O)c2c(nc(CCc3ccccc3)n2C)n(C)c1=O	-0.1	-4.8	1	-0.5	-0.7	·	-2	-5	-4
28	CC(C)c1ccc(NC2(C#N)C(=O)Nc3ccccc32)cc1 (configuration not stated)	0.8	-4.1	-13	0.2	-1.6	1.4	0	-4	-2
29	CCCCCCSc1ncc(C#N)c(N)n1	-1.0	-2.6	27	0.2	8.5	1.5	-3	9	8
30	CCCN(CC(=O)Nc1ccccc1OC)C(=O)c1nc2nc(C)ccn2n1	-0.1	-1.9	?	?	-0.8	0.7	-3	?	0

One compound at a time (already shown).
Results for Cn1c(=O)c2c(nc(CCc3ccccc3)n2C)n(C)c1=O = Mtb BioA inh: -0.1; FadD28 binding: -4.8; BoNT-F LC inh: 1; BoNT-A LC inh2: -0.5; PfHsp40 yeast: -0.7; Mtb UGM inh: ·; Mtb FBA inh: -2; Anthrax LF prot: -5; GDH-TPI counter: -4
Results for OCCN(C=NC1=NN(c2cccc(C(F)(F)F)c2)CC1)CCO = Mtb BioA inh: -2.4; FadD28 binding: 0.2; BoNT-F LC inh: 6; BoNT-A LC inh2: 0.3; PfHsp40 yeast: 0.9; Mtb UGM inh: -1.9; Mtb FBA inh: 4; Anthrax LF prot: 3; GDH-TPI counter: 11

(continued)
nr	Compound	Mtb BioA inh	FadD28 binding	BoNT-F LC inh	BoNT-A LC inh2	PfHsp40 yeast	Mtb UGM inh	Mtb FBA inh	Anthrax LF prot	GDH-TPI counter
31	NS(=O)(=O)c1cccc(NC(=O)CSc2ncc(C(F)(F)F)cc2Cl)c1	·	-0.3	-3	-1.6	-0.4	-1.2	4	2	6
32	O=C1OC(c2ccc(Cl)cc2)=C/C1=C/c1cccnc1	-0.3	-3.8	-18	-1.4	0.2	-1.2	-1	-15	-4
33	Cc1ccccc1-n1c(C)cc(/C=N/NC(=O)c2ccncc2)c1C	1.0	-0.8	-7	-1.3	-2.6	-0.5	-1	-2	31*
34	CC(=O)Nc1ccc(S(=O)(=O)NCCC(=O)NCCOc2ccccc2)cc1	0.1	-3.5	3	2.6	-0.7	0.6	-1	0	-3
35	COC(=O)C1=C(SC)N(c2ccccc2)C(c2ccccc2)CC1=O (configuration not stated)	·	-1.5	20	1.6	0.2	-1.1	3	-2	23
36	Cc1ccccc1N1CC(C(=O)NC2CCCC2)CC1=O (configuration not stated)	-3.0	-4.0	-13	-0.6	0.5	3.4	0	-10	-5
37	CCOCCN(C(=O)c1ccccc1Cl)c1cccc(C)c1C	5.1	-1.1	?	-1.5	1.0	0.3	-1	0	-5
38	CC(C)CCn1cnc2c1c(=O)n(C)c(=O)n2C	0.5	-3.3	-5	0.0	-0.3	2.3	5	-1	-5
39	CNP1(NC)=Nc2nn(-c3ccccc3)c(N)c2C(c2ccccc2)=N1	-1.4	-1.3	-1	-0.1	0.9	1.2	1	4	7
40	COCc1ccc(CN2CCC(C(=O)Nc3cccc(-c4cscn4)c3)CC2)o1	-1.3	-1.2	-6	-4.7	-0.6	0.8	5	-4	3
41	CC(C)[C@H]1C(=O)Nc2ccccc2N1C(=O)N[C@@H](Cc1ccccc1)C(=O)N[C@@H](Cc1ccccc1)C(=O)O	-1.4	-3.3	-2	-0.1	-0.5	2.5	0	-4	-11
42	COc1ccc(/C(N)=N/OC(=O)C2CCCCC2)cc1OC	1.5	-0.8	7	1.5	0.7	-0.5	0	2	5
43	Cc1ccc(N2C(=O)c3ccc(C(=O)N4CCN(c5ccc(C)c(C)c5)CC4)cc3C2=O)cc1	·	-3.6	-10	0.1	0.4	-1.5	-5	-4	-4
44	C=CCSc1nc2sc3c(c2c(=O)[nH]1)CC(C)(CC)OC3 (configuration not stated)	-2.9	0.7	4	0.5	·	-0.5	2	0	6
45	CC1CCCC(C)N1C(=O)COC(=O)/C=C/c1ccc(Br)o1 (configuration not stated)	-0.6	·	6	4.4	0.0	3.3	0	5	13

Continued.
nr	Compound	Mtb BioA inh	FadD28 binding	BoNT-F LC inh	BoNT-A LC inh2	PfHsp40 yeast	Mtb UGM inh	Mtb FBA inh	Anthrax LF prot	GDH-TPI counter
46	CN(Cc1ccccc1F)c1ccc(S(=O)(=O)N2CCCC2)cn1	·	-0.5	1	-0.3	0.5	-0.9	-1	-4	4
47	CN(Cc1ccccc1)C(=O)c1ccccc1N(C)S(=O)(=O)c1ccccc1	1.2	-2.1	0	-0.7	0.8	·	-1	-2	4
48	O=C1c2ccccc2C(=O)N1c1cccc2cccnc12	·	1.1	-5	0.1	-1.5	1.6	-2	-1	7
49	O=C1NC(=S)NC1=Cc1ccc2c(c1)CCC2	·	2.3	2	2.9	2.9	·	8	8	15
50	CN1CC[C@]23c4c5ccc(OC6OC(C(=O)O)[C@@H](O)C(O)[C@H]6O)c4OC2C(O)C=CC3[C@H]1C5 (some centres not stated)	-1.6	-1.6	-6	0.1	-1.1	·	2	-1	6
51	C=C1C(=O)O[C@@H]2[C@H]3O[C@]3(C)CC/C=C(\C)CC[C@@H]12	1.6	-2.7	2	-1.1	0.7	1.4	3	2	-1
52	Cc1ccccc1NC(=S)N(Cc1cccs1)C1CCCCC1	·	-2.9	-7	-0.2	0.0	1.4	0	-4	11
53	NC(=S)N/N=C1\CCOc2ccc(Cl)cc21	·	-2.9	-7	-0.6	0.7	-3.0	-1	-4	17
54	O=S(=O)(NCc1ccc2c(c1)OCO2)c1cnc[nH]1	0.5	-0.4	-7	0.5	1.2	1.6	1	-5	1
55	CCN(CC(=O)NCc1cccs1)C(=O)c1ccc(S(=O)(=O)Nc2ccccc2Cl)cc1	·	-0.8	5	5.0	-0.9	-0.4	1	-1	5
56	COc1cccc(CNC(=O)CSc2cc(=O)n(C)c3ccccc23)c1	·	-1.3	3	-0.2	0.0	2.6	-1	-2	14

Assay outcomes as filed in PubChem.

No enrichment for hits; about 4.7% have a hit in one of these screens.
